M5 antag – human M5 muscarinic receptor antagonists, primary screen, CHO cells, Fluo-8 calcium fluorescence; Muscarinic acetylcholine receptor M5 (Homo sapiens), P08912; CHO-hM5 cells, ACh EC80; inhibition, % at 3 µM; 360,000 compounds, 0.59% hits;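 active = inhibition above a per-plate cutoff, the mean of that plate's test compounds plus 3 SD, cut at about 27% in these data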;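 note: 0% = acetylcholine EC80 with DMSO and 100% = DMSO without agonist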
TAAR1 antagonist – human TAAR1 antagonists, primary screen, Fluo-8 calcium fluorescence, CHO RD-HGA16 cells; Trace amine-associated receptor 1 (Homo sapiens), Q96RJ0; antagonist; inhibition, % at 3 µM; 360,000 compounds, 1.5% hits;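 active = inhibition above a per-plate cutoff, the mean inhibition of test compounds on that plate plus 3 SD, cut at about 49% in these data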;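 note: 0% = DMSO plus EC80 beta-PEA response and 100% = DMSO alone without agonist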
Target sequence (Q96RJ0 whole entry, looked up): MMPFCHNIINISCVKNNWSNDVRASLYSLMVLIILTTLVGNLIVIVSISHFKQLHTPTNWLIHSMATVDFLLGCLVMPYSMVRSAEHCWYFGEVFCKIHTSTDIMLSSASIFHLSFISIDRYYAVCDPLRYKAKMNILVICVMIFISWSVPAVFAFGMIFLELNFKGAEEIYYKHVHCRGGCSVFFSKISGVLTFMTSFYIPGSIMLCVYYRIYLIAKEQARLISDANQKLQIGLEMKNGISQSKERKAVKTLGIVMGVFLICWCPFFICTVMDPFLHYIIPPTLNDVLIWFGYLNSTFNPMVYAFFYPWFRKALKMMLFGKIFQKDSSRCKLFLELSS
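Test system – hTAAR1-expressing CHO RD-HGA16 cells, Gα16-coupled · Reagent – β-PEA at EC80 concentration, post-compound challenge · Compound dosing – 3 µM, single point · Timing – 140 s kinetic read after compound, 140 s after agonist · Detection – Fluo-8 intracellular calcium dye fluorescence, real-time kinetic reads · Control set – DMSO and EC80 PEA controls · Repeats – n of 1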
M5 PAM – human M5 muscarinic receptor positive allosteric modulators, primary screen, CHO-K1 cells, Fluo-8 calcium fluorescence; Muscarinic acetylcholine receptor M5 (Homo sapiens), P08912; CHO-K1 hM5, ACh EC20 PAM; 0% = ACh EC20, 100% = ACh EC100; activation, % at 3 µM; 360,000 compounds, 0.3% hits; AID 624038, 2012;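 active = activation above the run cutoff, the mean activation of all test compounds plus 3 SD, cut at about 18% in these data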
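System: CHO-K1 hM5 cells. Reagent: acetylcholine, EC20 level. Compound dosing: single dose, 3 µM nominal final test concentration. Timing: Post-acetylcholine fluorescence recording 140 s. Detection: Fluo-8 calcium fluorescence. Read-out: % activation, ACh-normalized. Benchmarks: ACh EC20 and EC100 wells. Repeats: singlicate, one well per test compound.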
M4 PAM – human M4 muscarinic receptor positive allosteric modulators, primary screen, CHO-K1 cells, Fluo-8 calcium fluorescence | 360,000 compounds, 0.4% hits | CHO-K1 hM4/Gqi5, ACh EC20; 0% = ACh EC20, 100% = maximal ACh | AID 624126, 2012 | activation, % at 3 µM | Muscarinic acetylcholine receptor M4 (Homo sapiens), P08173;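 active = activation above its plate's cutoff, the mean activation of sample wells plus 3 SD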; note: some results filed as inactive read as strong as hits
Target sequence (P08173 whole entry, looked up): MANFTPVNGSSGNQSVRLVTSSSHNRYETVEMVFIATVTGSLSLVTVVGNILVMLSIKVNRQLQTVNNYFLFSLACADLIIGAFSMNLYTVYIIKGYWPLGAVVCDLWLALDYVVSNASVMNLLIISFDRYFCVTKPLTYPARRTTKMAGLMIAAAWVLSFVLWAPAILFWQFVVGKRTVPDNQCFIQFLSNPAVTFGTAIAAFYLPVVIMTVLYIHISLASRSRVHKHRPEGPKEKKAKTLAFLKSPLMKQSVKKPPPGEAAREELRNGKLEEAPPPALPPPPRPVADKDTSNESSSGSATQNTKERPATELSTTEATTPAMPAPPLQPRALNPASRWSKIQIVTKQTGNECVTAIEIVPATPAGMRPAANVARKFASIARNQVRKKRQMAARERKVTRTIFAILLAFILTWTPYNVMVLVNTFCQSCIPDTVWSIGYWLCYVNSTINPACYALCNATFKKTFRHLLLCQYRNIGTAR
M5 ag – human M5 muscarinic receptor agonists, primary screen, CHO-K1 cells, Fluo-8 calcium fluorescence; Muscarinic acetylcholine receptor M5 (Homo sapiens), P08912; CHO-K1 hM5 cells; 0% DMSO wells, 100% maximal acetylcholine response; activation, % at 3 µM; 360,000 compounds, 0.19% hits; AID 624037, 2012;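 active = activation above the run's mean over test compounds plus 3 SD, cut at about 23% in these data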;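 note: signal is peak over basal fluorescence ratio across the kinetic read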
CRFR2-BP antag – antagonists of CRF-BP/CRF-R2 complex, primary screen, cell-based, HEK293, calcium dye fluorescence, uHTS; 350,000 compounds, 0.59% hits; inhibition, % at 11.8 µM; CRF-induced calcium fluorescence;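 active = inhibition of the ligand-induced calcium signal above about 50% at the single tested concentration, limit read from the data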
CRFR2-BP ag – agonists of CRF-BP/CRF-R2 complex, primary screen, cell-based, HEK293, calcium dye fluorescence, uHTS | CRF-binding protein / CRF receptor 2 complex (human) | calcium dye fluorescence (FLIPR); percent of saturating CRF peptide response | activation, % at 13.2 µM | 350,000 compounds, 0.46% hits | AID 588473, 2011;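 active = activation of at least 50%, plus an integration ratio under a set limit after plate pattern correction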;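 note: plate controls were neutral control wells without compound for no effect and CRF at EC100 for full effect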
TAAR1 ag – human TAAR1 agonists, primary screen, Fluo-8 calcium fluorescence, CHO RD-HGA16 cells; activation, % at 3 µM; vehicle wells 0%, saturating PEA agonist 100%; Trace amine-associated receptor 1 (Homo sapiens), Q96RJ0; 360,000 compounds, 0.99% hits;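 active = activation above the mean activation of all test compounds in the run plus 3 SD, cut at about 38% in these data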
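Assay system: CHO-derived RD-HGA16 cells with stable Gα16 and human TAAR1; timing: 17-24 h seeding, 75 min 37 °C dye, 30 min RT; read-out: % activation from peak over basal fluorescence ratio, DMSO-to-PEA scaled; measured by: kinetic Fluo-8 calcium fluorescence; benchmarks: low control DMSO, high control PEA (EC100); doses: 3 µM single concentration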
M1 PAM parental – nonselective calcium activators in parental CHO-K1 cells, primary screen, counter-screen for M1 PAM project, cell-based, Fluo-8 calcium fluorescence, full deck, 1536-well; ATP EC20; 0% at ATP EC20, 100% at ATP max; activation, % at 3 µM; 360,000 compounds, 0.02% hits;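 active = activation above the run cutoff, the mean activation of all test compounds plus 3 SD, cut at about 40% in these data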;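 note: peak over basal fluorescence ratio in a 140 s read after ATP addition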
The depositor's hits bear a star; · = not tested or not shown.

SMILES	M5 antag	TAAR1 antagonist	M5 PAM	M4 PAM	M5 ag	CRFR2-BP antag	CRFR2-BP ag	TAAR1 ag	M1 PAM parental
O=C(O)C(Cc1ccccc1)n1c(=S)[nH]c2ccccc2c1=O (stereo unspecified)	1	-5	4	10	3	-13	-0.3	1	3
CC1Cc2ccccc2N1C(=O)CSc1nc2ccccc2n1CC(=O)N1CCOCC1 (stereo unspecified)	4	8	-4	7	4	2	1.2	4	18
CCC(=O)Nc1ccc(NC(=O)CSc2nnnn2-c2cccnc2)cc1C	0	9	0	3	0	16	-1.2	11	8
CCc1cc(-c2cnnn2CCc2c[nH]c3ccccc23)ccc1-c1cn(CC(C)C)nn1	7	18	-6	-6	2	12	1.9	0	8
CCN(CC(=O)N1CCOCC1)S(=O)(=O)c1ccc2ccccc2c1	-4	-26	-1	-4	-5	8	-1.6	0	3
COc1ccc(CN(C)S(=O)(=O)c2nnc(NC(=O)c3cccc(F)c3)s2)cc1OC	7	17	-2	5	-4	24	0.8	4	8
COc1ccc(/C=C(/C#N)C(=O)NC2CCCCC2)cc1Br	4	11	1	1	0	-60	-0.8	-1	11
CCCCN(C(=O)CN1C(=O)C2CC=CCC2C1=O)c1c(N)n(CCC)c(=O)[nH]c1=O (stereo unspecified)	-1	6	6	19	1	4	-0.5	18	11
Cc1ccc(-n2nc3c(=O)n(CC(=O)NCCc4cccs4)nc(C)c3c2C)cc1	5	-24	-2	-6	-3	11	2.0	30	7
O=C(COc1ccc(Br)cc1Cl)NCCCN1CCOCC1	0	-13	0	0	-3	6	0.8	0	9

Reformatted in CSV form: 3 of the compounds above
Compound,M5 antag,TAAR1 antagonist,M5 PAM,M4 PAM,M5 ag,CRFR2-BP antag,CRFR2-BP ag,TAAR1 ag,M1 PAM parental
COc1ccc(/C=C(/C#N)C(=O)NC2CCCCC2)cc1Br,4,11,1,1,0,-60,-0.8,-1,11
CCCCN(C(=O)CN1C(=O)C2CC=CCC2C1=O)c1c(N)n(CCC)c(=O)[nH]c1=O (stereo unspecified),-1,6,6,19,1,4,-0.5,18,11
Cc1ccc(-n2nc3c(=O)n(CC(=O)NCCc4cccs4)nc(C)c3c2C)cc1,5,-24,-2,-6,-3,11,2.0,30,7

(next part)
SMILES	M5 antag	TAAR1 antagonist	M5 PAM	M4 PAM	M5 ag	CRFR2-BP antag	CRFR2-BP ag	TAAR1 ag	M1 PAM parental
Cc1ccc2nc(C)cc(SCC(=O)N/N=C/c3ccco3)c2c1	9	-29	-2	-2	-5	0	0.1	9	9
O=S(=O)(c1ccccc1)N1CCN(S(=O)(=O)N2CCCCCC2)CC1	8	15	-4	1	0	0	0.9	-3	-2
Cc1ccc(S(=O)(=O)N2CCN(C)CC2)cc1	-5	-13	-3	0	1	8	0.9	2	18
CCOC(=O)[C@]12CCC=C1N(Cc1ccco1)C(=O)[C@H](CC(=O)N1CCC(c3ccccc3)CC1)C2	-3	-6	6	1	5	·	·	-1	5
COc1ccc(NC(=S)NC(NC(=O)c2cccc3ccccc23)C(Cl)(Cl)Cl)c([N+](=O)[O-])c1 (stereo unspecified)	8	5	-13	-3	2	-10	-0.6	7	12
CC(C)NC(=O)c1cc(C2CCCCN2S(=O)(=O)c2ccc(F)cc2F)on1 (stereo unspecified)	-8	-2	5	2	-3	·	·	0	17
O=S(=O)(CCN1CCN(C(c2ccccc2)c2ccccc2)CC1)C(F)(F)F	45*	-5	-22	-15	-6	5	0.1	-2	2
O=C(COc1ccccc1/C=C\c1nc(O)c([N+](=O)[O-])c(=O)[nH]1)Nc1ccccc1	1	-10	-2	3	-3	11	-3.3	2	-1
CCCCN(CC)Cc1c(C)[nH]c2c(ccc3ccccc32)c1=O	8	-7	-2	2	-6	-5	-1.0	6	10
O=C1CCCN1CCCNS(=O)(=O)c1cccc(F)c1	18	-6	-15	-7	-4	7	-1.8	3	4
NCCCCCc1cn(CC(=O)NCCCCCCCCCCC(=O)N2CCNCC2)nn1	-4	22	4	23*	-4	-8	-2.3	4	11
O=C(NCCCN1CCOCC1)c1cc2ccccc2o1	1	-24	-2	8	2	-3	-3.2	3	15
Oc1ccccc1C=NC1=NN(c2cccc(C(F)(F)F)c2)CC1	1	6	1	-3	1	4	-1.2	0	9
CCOC(=O)Cc1nn(C(C)C)c(=O)c2ccccc12	3	9	11	7	-5	-14	-1.8	0	18
Cc1ccc(S(=O)(=O)NC(=O)Nc2ccc(C)cc2C)cc1	-13	-4	6	0	0	1	-4.6	1	18
Cc1ccc(C)c(NC(=O)COC(=O)CNC(=O)c2ccccc2Cl)c1	10	3	-2	6	3	2	-0.8	0	8
Nc1nc(-c2ccccc2)nc(-c2ccccc2O)n1	1	21	-5	4	-1	-34	6.0	1	9
CC(=O)c1c(C)[nH]c(C(=O)OCCOc2ccccc2)c1C	5	17	-8	-10	5	-3	-0.7	6	0
Cc1cccc(Cn2c(O)c(N=NC(=S)Nc3ccccc3F)c3ccccc32)c1	4	2	-2	-4	0	19	0.7	4	17
CCCN1C(=O)/C(=C/c2nc3ccccc3c(=O)[nH]2)c2ccccc21	0	7	-1	0	3	32	1.7	6	8
O=C(CCN1C(=O)C2CC=C(Cl)CC2C1=O)NCc1ccco1 (stereo unspecified)	2	1	-1	3	-1	-5	0.6	10	21
N#Cc1cccc(CS(=O)(=O)c2ccc(Cl)cc2)c1	3	-7	-1	-8	-8	-5	-1.5	0	-9
CC(C)(C)N(Cc1ccccc1)C(=O)CN1C(=O)c2ccccc2S1(=O)=O	12	-25	-4	-1	2	17	-3.0	2	2
CCOc1ccccc1NC(=O)CN(c1cc(C)cc(C)c1)S(=O)(=O)c1c(C)noc1C	0	4	-1	-5	2	-9	0.6	-2	15
O=C(NCc1ccccc1)c1ccc(Oc2ccc(C(=O)NCc3ccccc3)cc2)cc1	1	10	-3	-2	-1	6	1.8	7	13
CCCC(=O)Nc1nnc(SCC(=O)N2C(C)CCCC2C)s1 (stereo unspecified)	6	-7	3	1	1	3	-0.2	1	10
Cc1cc(NC(=O)CSc2nc3c(C)c(C)ccc3cc2C)no1	4	-5	0	4	-2	-18	-1.0	-2	11
Cc1cc2c(cc1S(=O)(=O)NCc1ccccc1Cl)OCCN2C	3	13	-2	-1	2	15	-3.1	1	-9
CN1C(=O)CC(C(=O)O)SC1=Nc1cc(Cl)cc(Cl)c1 (stereo unspecified)	4	-7	0	0	-1	-24	0.0	3	20
Cc1ccc(C(=O)N2CCNC(=O)C2CC(=O)Nc2ccccc2)cc1 (stereo unspecified)	9	-13	-4	3	-2	-5	-0.7	2	8
NC(=O)Cn1cc(/C=N\NS(=O)(=O)c2ccccc2)c2ccccc21	1	-8	0	5	-6	2	0.5	5	13
Cc1noc(C)c1S(=O)(=O)N(C)C[C@H]1Oc2ccc(NS(=O)(=O)c3cn(C)cn3)cc2C(=O)N([C@H](C)CO)C[C@@H]1C	0	-7	-3	11	0	11	-0.8	2	12
CCOC(=O)N1CCN(S(=O)(=O)c2ccc3c4c(cccc24)C(=O)N3)CC1	3	-11	7	6	0	-13	-2.7	5	6
Cc1cccc(C)c1NC(=O)CN1CCN(C(=O)C2CCC2)CC1	-3	-13	9	6	2	-1	-0.7	4	-15
COc1ccc(CCC(=O)N2CCN(S(=O)(=O)c3ccc(OC(F)(F)F)cc3)CC2)cc1	2	-31	8	1	-2	-9	2.9	1	19
Cc1cccc(C(=O)OCC(=O)NC23CC4CC(CC(C4)C2)C3)c1O	14	32	-4	-4	1	-10	1.6	2	22
COc1ccc2c(C(=O)c3ccc(Cl)cc3)n(CCCC(N)=O)[n+]([O-])c2c1	5	10	3	13	-2	-5	0.6	7	5
O=C(NCc1cccnc1)c1ccc(Cl)cc1[N+](=O)[O-]	-1	-3	14	5	-10	-1	-0.6	6	19
CCOC(=O)c1c[nH]c(=S)n1C	8	-9	6	3	0	-5	-2.8	11	14
O=C(O)Cc1cc(=O)[nH]n(-c2ccccc2)c1=O	-2	-16	9	2	3	-11	5.0	1	-7
Cc1ccc(C=C2C(=O)c3ccccc3C2=O)s1	3	-2	12	-2	-7	-9	-1.3	-1	7
O=C(Nc1ccccc1)c1cc([N+](=O)[O-])ccc1Cl	4	5	-3	-1	1	9	-0.1	2	9
C=CCNC(=S)NN(c1ccccc1)c1ccccc1	2	-6	8	0	-11	11	-0.2	1	23
COc1cccc(-c2cc(NC(C)=O)c3ncc(-c4cccc(C(C)=O)c4)n3c2)c1	4	28	-8	-11	0	·	·	1	7
CN(CC(=O)OCC(=O)NCc1ccccc1)S(=O)(=O)c1ccc(Cl)cc1	2	-13	-5	7	-2	4	-3.0	2	-3
CCOC(=O)CSc1nc2c(cnn2-c2ccc(F)cc2)c(=O)[nH]1	7	-5	-5	6	-1	12	-2.3	0	3
O=C(O)c1cccc(N2C(=O)C3CC=C(Cl)CC3C2=O)c1 (stereo unspecified)	11	-6	-9	-3	-1	-18	6.1	1	-10
COc1ccc(-c2nnn(CC(=O)c3ccccc3)n2)cc1OC	-5	1	-2	4	3	-23	1.9	11	20
COc1ccc(C(=O)NCCN2CCC(n3c(=O)[nH]c4ccccc43)CC2)cc1F	0	11	-12	-4	-4	·	·	-1	5
O=C(NCC(c1ccco1)N1CCCCC1)c1ccc(OCc2ccccc2)cc1 (stereo unspecified)	18	-1	-17	-5	-15	23	1.6	4	-8
Continuation:
SMILES	M5 antag	TAAR1 antagonist	M5 PAM	M4 PAM	M5 ag	CRFR2-BP antag	CRFR2-BP ag	TAAR1 ag	M1 PAM parental
O=C(NCc1cccs1)c1cccc(N2CCCC2=O)c1	-1	-2	-9	-1	-3	26	7.7	5	4
Cn1c(CNC(=O)CCNC(=O)c2cccc(F)c2)cc(=O)n(C)c1=O	-3	-6	7	3	-2	-13	2.6	2	22
CCC(C)Nc1nc2c(c(=O)n(C)c(=O)n2C)n1Cc1ccc(F)cc1 (stereo unspecified)	12	6	-6	-10	-5	-15	1.6	6	14
CCOC(=O)Nc1n[nH]c(NC(=O)OCC)c1[N+](=O)[O-]	-1	6	7	2	-2	-5	-1.6	2	-9
C[C@@H]1CCCCO[C@H](CN(C)C(=O)Cc2ccccc2)[C@H](C)CN([C@@H](C)CO)C(=O)c2cc(NC(=O)Nc3ccc(F)cc3)ccc2O1	7	-17	-3	4	0	1	4.3	0	4
c1ccc(C[C@H]2CN=C(Nc3ccccc3)N2CC2CCCCC2)cc1	1	1	-3	-7	-2	-13	9.8	41*	-2

Hits appear at their usual frequency; overall some 4.2% were active at least once.
